TRHR ag: TRH receptor (human) agonism; 360,000 compounds, 0.18% hits; P34981; activation, % at 2 µM; TRHR cells, calcium flux fluo-8, FDSS agonist mode; in the data active = activation above about 30%; note: 0% is about no effect
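TRHR-expressing cells loaded with fluo-8 calcium dye; 23 nL library compound pin-transferred, kinetic FDSS fluorescence (Ex 480/Em 530) recorded about 180 s for agonist-induced calcium release, before a 10 nM TRH EC20 addition for potentiator mode.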
Anesthetic bind: candidate novel general anesthetic via apoferritin binding | 350,000 compounds, 0.074% hits | AID 485281 | apoferritin/1-aminoanthracene competitive binding, fluorescence | Potency, µM (top dose mostly 77.5 µM), inactives show at the top dose activity change, negative = displacement, actives largely listed as inhibitors; note: potency is the fitted concentration of half-maximal effect; % is set by controls: 0 for no effect and ±100 for the full control effect; nearly all actives have a fitted effect of over 20% in size
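Read-out: endpoint 1-AMA fluorescence, excitation 380 nm and emission 535 nm, after compounds sit 10 min at room temperature with 10 uM horse-spleen apoferritin in 50% saturated 1-AMA/PBS. Values come from four-parameter Hill fits.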
12-LOX inh: inhibitors of human 12S-lipoxygenase ALOX12. P18054. 580,000 compounds, 1.1% hits. purified 12hLO, xylenol orange hydroperoxide absorbance. Potency, µM (series often up to 108 µM), without a hit: top-dose activity change, negative = inhibition, most hits filed as inhibitors. AID 1671190; note: potency is the fitted concentration of half-maximal effect; % is set by controls: 0 for no effect and ±100 for the full control effect
Target sequence (P18054 whole entry, looked up): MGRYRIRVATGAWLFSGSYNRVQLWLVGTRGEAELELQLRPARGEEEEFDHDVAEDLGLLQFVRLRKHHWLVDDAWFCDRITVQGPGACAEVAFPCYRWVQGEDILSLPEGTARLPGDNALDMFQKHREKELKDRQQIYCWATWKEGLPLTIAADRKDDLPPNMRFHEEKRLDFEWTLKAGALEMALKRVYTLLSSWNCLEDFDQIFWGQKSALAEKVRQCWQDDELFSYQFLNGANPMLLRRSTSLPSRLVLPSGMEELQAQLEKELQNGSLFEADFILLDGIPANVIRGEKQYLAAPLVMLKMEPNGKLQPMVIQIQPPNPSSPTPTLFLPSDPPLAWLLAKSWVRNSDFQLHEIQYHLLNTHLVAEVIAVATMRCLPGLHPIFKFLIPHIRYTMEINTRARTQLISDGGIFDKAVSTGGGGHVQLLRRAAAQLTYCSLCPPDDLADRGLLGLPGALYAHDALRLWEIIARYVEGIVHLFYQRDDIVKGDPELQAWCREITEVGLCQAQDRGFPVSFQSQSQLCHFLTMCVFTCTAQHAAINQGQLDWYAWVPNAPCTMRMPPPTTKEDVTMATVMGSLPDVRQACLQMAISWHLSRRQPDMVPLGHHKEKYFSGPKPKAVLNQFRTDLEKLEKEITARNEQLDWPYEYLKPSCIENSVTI
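Hydroperoxide product was detected by ferrous iron/xylenol orange as the 573 to 405 nm absorbance ratio. Arachidonic acid at 40 uM (final) was turned over for 30 min at room temperature by 150 nM human 12hLO, pH 7.0 Hepes buffer, after 15 min compound preincubation.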
ERG-DNA inh: ERG Ets/DNA interaction inhibition; Potency, µM (doses to about 76.9 µM), inactives show at the top dose FP activity, negative = inhibition, most hits filed as inhibitors; 370,000 compounds, 0.028% hits; fluorescence polarization, His-ERG Ets domain / labelled DNA; AID 624246; active = well fitted inhibition curve with a large enough effect in the polarisation, with a control signal flat; inconclusive = small, poorly fitted or top-dose-only effect, or effect the other way, or a change in a side signal; inactive = no such curve, though single readings can be large or run the other way; the % refers to the polarisation;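 note: polarization taken with two DNA probes labelled with fluorescein and Texas red; potency is the fitted concentration of half-maximal effect; % of control where 0% means no effect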
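His-tagged ERG Ets domain (1 uM in the protein solution; 300mM KCl, 50mM Tris-HCl, 1mM EDTA, 1mM DTT, pH 7.5) received compound, then a probe mix of 5 nM fluorescein-DNA and 100nM Texas-615-DNA. Fluorescence polarization was read for both dyes.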
Pol iota inh: inhibitors of human DNA polymerase iota. Q9UNA4. Pol iota fluorescent replication assay, 10 min. Potency, µM (top dose mostly 115 µM), without a hit: at the highest dose activity, negative = inhibition, most hits filed as inhibitors. 390,000 compounds, 1% hits; note: potency is the fitted concentration of half-maximal effect
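Pol iota at 10 nM preincubated 15 min with compounds at room temperature; reaction started with fluorescent substrate, 50 nM final. Fluorescence read kinetically at 0 and 10 min; buffer-only wells as negative control.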
APE1 inh: blocks human APE1 abasic DNA cleavage. P27695. recombinant APE1, TAMRA/BHQ-2 abasic DNA cleavage fluorescence. Potency, µM (highest dose often 65.8 µM), without a hit: top-dose activity change, negative = inhibition, usual class: inhibitors. 350,000 compounds, 0.35% hits. AID 2517;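 note: potency is the fitted concentration of half-maximal effect; plate controls were vehicle for no effect and reference inhibitor for full effect; nearly all actives have a fitted effect of over 55% in size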
Target sequence (P27695 whole entry, looked up): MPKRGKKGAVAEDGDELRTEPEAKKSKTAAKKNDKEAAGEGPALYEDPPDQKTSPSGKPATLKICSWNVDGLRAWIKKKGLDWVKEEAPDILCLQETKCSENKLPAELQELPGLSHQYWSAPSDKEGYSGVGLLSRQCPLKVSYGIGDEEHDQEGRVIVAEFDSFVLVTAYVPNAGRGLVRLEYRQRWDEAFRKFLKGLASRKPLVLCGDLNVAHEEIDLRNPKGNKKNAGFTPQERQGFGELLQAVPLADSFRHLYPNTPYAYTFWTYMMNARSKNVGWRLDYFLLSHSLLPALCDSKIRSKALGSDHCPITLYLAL
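Readout is kinetic fluorescence (ex 525, em 598 nm) from cleavage of 50 nM TAMRA/BHQ-2 THF abasic duplex by 0.75 nM APE1, compound added 15 min beforehand at RT.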
POLK inh: DNA polymerase kappa (human) inhibition. Q9UBT6. purified Pol kappa, fluorescent DNA synthesis assay, 10 min. Potency, µM (titrated, usually from 107 µM), inactives show at the top dose activity, negative = inhibition, usual class: inhibitors. 400,000 compounds, 0.53% hits. AID 588579; note: potency is the fitted concentration of half-maximal effect; % is set by controls: 0 for no effect and ±100 for the full control effect
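Inhibition of 10 nM Pol kappa is measured by a fluorescent read-out at 0 and 10 min following addition of 50 nM substrate (final), with a 15-min room-temperature compound preincubation.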
POLB inh: inhibitors of human DNA polymerase beta; 340,000 compounds, 1.3% hits; Potency, µM (top dose mostly 114 µM), inactives show at the highest dose activity change, negative = inhibition, most hits filed as inhibitors; AID 485314; Pol beta primer extension/strand displacement, fluorescence kinetic; note: potency is the fitted concentration of half-maximal effect; % is set by controls: 0 for no effect and ±100 for the full control effect
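Homogeneous kinetic assay of primer extension and strand displacement by 10 nM Pol beta, preincubated 15 min at room temperature with compound before 50 nM substrate (final) was added. Read at 0 and 10 min; four-parameter Hill fit.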
BLM helicase inh: Bloom syndrome helicase (human) inhibition | P54132 | recombinant BLM DNA unwinding, fluorescence dequenching | Potency, µM (highest dose often 56.1 µM), without a hit: top-dose activity change, negative = inhibition, most hits filed as inhibitors | 350,000 compounds, 0.2% hits;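 note: potency is the fitted concentration of half-maximal effect; plate controls were vehicle for no effect and no enzyme for full effect; nearly all actives have a fitted effect of over 35% in size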
An asterisk follows results filed as active; u = inconclusive; x = not tested or not shown; [ ] = dose if it differs, or a comment. Unless noted, calls come from the whole dose curve; as a rule, active = well fitted curve in the direction sought with a large enough effect; inconclusive = small, poorly fitted or top-dose-only effect, or another doubt; inactive = no such curve, though single readings can be large; an effect the other way counts as inactive or inconclusive. Only part of the results is shown (hit frequency here may not be typical).

SMILES | TRHR ag | Anesthetic bind | 12-LOX inh | ERG-DNA inh | Pol iota inh | APE1 inh | POLK inh | POLB inh | BLM helicase inh
CCOc1ccc(-n2cc(-c3ccccc3)c3c(SC(C)C(=O)OC)ncnc32)cc1 (stereo not given) | 1.2 | 39%[activator] | -3% | 2% | 16% | -3% | -8% | -22%[57.1 µM] | -9%
CC(Sc1ccsc1[N+](=O)[O-])C(=O)N1CCN(c2ccccn2)CC1 (stereo not given) | -0.4 | -9% | -20% | 3% | u | -4% | u | -1% | -2%
O=C(CCS(=O)(=O)Cc1ccccc1)N1CCN(c2ccccc2)CC1 | 0.4 | -3% | -3% | -8% | 38%[activator] | -7% | -4% | 0% | 5%
O=S1(=O)c2ccccc2N(Cc2cccc(F)c2)c2ccccc21 | -0.4 | -11% | -15% | -1% | 6% | x | -17% | 19% | -4%
Cc1nc(N2CCCC2)ncc1C(=O)N1CCN(c2ccccc2F)CC1 | -0.6 | 40%[activator] | -28% | -4% | 22% | x | -7%[60.1 µM] | -8% | -1%
CCOC(=O)c1c(-c2cccs2)csc1NC(=O)CCCC(=O)O | -0.6 | -8% | 15% | -2% | 1%[58.9 µM] | -2% | -6% | 0% | -3%
CCC(=O)OCC(=O)Nc1ncc(C(F)(F)F)cc1Cl | 0.7 | -18% | u | 25% | u | 2% | -9% | 1% | -4%
COCCSc1ccccc1C(=O)Nc1nncs1 | 0.7 | -5% | u | -7% | 1% | -2% | 7% | -18% | -1%
CC(C)(C)c1ccc(OCC(O)CSc2ncn[nH]2)cc1 (stereo not given) | 0.2 | u | 9% | -4% | 6% | 3% | -12% | 2% | -7%
CN(C(=O)Cn1cc(C(F)(F)F)cc(Cl)c1=O)C1CCS(=O)(=O)C1 (stereo not given) | 0.0 | x | -4% | 10% | 33%[activator] | -3% | 3% | x | x
CS(=O)(=O)c1ccc(Cl)c(NC(=O)CCc2ccccc2)c1 | -0.2 | -5% | u | -8% | 52%[activator] | 18% | -9% | 25% | -1%
COc1ccc(C(C(=O)NCCC(C)C)N(CCN2CCOCC2)C(=O)Cn2nnc3ccccc32)c(OC)c1 (stereo not given) | -0.7 | -2% | -6% | 0% | 74%[activator] | 4% | -12% | 0% | -2%
CC(N=c1ccccn1C(=O)Nc1cccc(C(F)(F)F)c1)c1ccco1 (stereo not given) | -0.3 | -22% | -14% | 1% | 0% | 8% | -23% | 28% | 0%
Cc1cc(C)cc(OC(=O)CN2C(=O)c3ccccc3C2=O)c1 | 0.2 | -12% | 0% | 1% | 113%[activator] | 14% | -8% | 2% | -4%
CC(C)(CO)NCc1cccc(OCc2ccc(Cl)cc2)c1 | 1.1 | -13% | -15% | -3% | 0% | 4% | -7% | 57% | -3%
Cc1cc(C)n(-c2nc3ccccc3nc2N2CCOCC2)n1 | 0.1 | -8% | 3% | -6% | 51%[activator] | 22% | -10% | 3% | 5%
Nc1ncn(C(=O)c2ccco2)n1 | 0.3 | -12% | -6% | -1% | -2% | 3% | -17% | 35% | -2%
Cc1ccc(C2CC(c3ccco3)n3nc(N)nc3N2)cc1 (stereo not given) | -0.1 | u | 425%[activator] | -19% | 14% | -3% | -6% | 36% | 1%
COC(=O)CCCCCN1C(=O)/C(=C\c2ccncc2)SC1=S | 0.7 | -10% | u | 24% | -21% | -2% | 4% | 2% | -1%
COc1ccc(CNC(=O)c2c(O)c3cccc4c3n(c2=O)CCC4)cc1OC | -1.3 | -3% | 2% | -5% | 7% | -1% | 3% | -1% | -8%
COc1cc(OC)cc(C(=O)OCc2cc3ccccc3[nH]c2=O)c1 | 0.1 | -16% | 0% | 0% | 3% | 7% | 16% | 1% | 3%
O=C(NCCc1ccccc1)c1ccc([N+](=O)[O-])cc1 | 0.3 | -10% | 0% | 5% | 7% | -5% | -3% | 14% | -5%
O=C(/C=C/c1ccccc1Cl)N1CCN(c2ncccn2)CC1 | -0.2 | -2% | -19% | -5% | 10% | -3% | -7% | 1% | -2%
CC(C)N(C(=O)Cn1cc(S(=O)(=O)Cc2ccc(Br)cc2)c2ccccc21)C(C)C | 0.7 | -20% | 0% | 4% | -1% | x | -5% | 1% | 4%
CCOc1ccc(S(=O)(=O)N2CCC(C(=O)NC3CCCCC3)CC2)cc1 | -0.9 | -3% | -4% | 6% | 49%[activator] | 28% | -15% | 11% | 0%
Cc1c(-c2cccs2)[n+](=O)c2c(n1[O-])CCCC2 | 0.6 | -5% | 0% | -10% | 0% | 5% | 5% | u | 2%
COc1ccc(S(=O)(=O)Nc2cccc(-c3ccc(N4CCCC4)nn3)c2)cc1F | -0.5 | u | 0% | -2% | 23% | x | -3%[60.1 µM] | 0% | -3%
O=C(c1ccc(Cn2cc(Br)cn2)o1)N1N=C(C(F)F)CC1(O)C(F)F (stereo not given) | 0.0 | u | -7% | -9% | 13% | 12% | 0% | -27% | -5%
NC(=S)N1OC[C@@H]2COc3ccc4ccccc4c3[C@@H]21 | 0.7 | u | -12% | 0% | 26% | -4% | -6% | 3% | -5%
Cc1onc(C(=O)NN)c1C(=O)N1CCN(C(c2ccccc2)c2ccccc2)CC1 | 0.3 | -16% | -6% | -13% | 16% | 6% | 3% | u | -13%
Cc1sc2nc(C(C)C)nc(SCC(=O)NC3CC3)c2c1C | -1.2 | 2% | 22% | 2% | 6% | 26% | -17% | 7% | -2%
CSc1nsc(SCC(=O)NCc2ccc(C)cc2)n1 | -1.0 | -9% | -24% | 5% | 11% | 17% | -14% | 1% | -5%
Cn1cnc(S(=O)(=O)N2CCCC(C(=O)Nc3ccc(OC(F)(F)F)cc3)C2)c1 (stereo not given) | -0.3 | -9% | -24% | -2% | 12% | x | -3%[60.1 µM] | -3% | 0%
C/C(N)=C(/C#N)C(=O)CSc1nc2cc(Cl)ccc2s1 | 0.5 | -1% | u | 6% | u | -2% | u | -27% | -15%
Cc1ccc(CN2CC(C(=O)N3CCN(S(=O)(=O)c4c(F)cccc4F)CC3)CC2=O)cc1 (stereo not given) | 0.8 | x | -1% | -3% | 17% | 21% | 1% | x | x
O=C(Cn1nnc2sc(-c3ccccc3)cc2c1=O)Nc1cccc(C(F)(F)F)c1 | 2.1 | -15% | u | -1% | 29% | x | -8% | -1% | -2%
Nc1cc(=O)[nH]c(=O)n1-c1cccc(F)c1 | 1.2 | -1% | -9% | 2% | 61%[activator] | 2% | 0% | 15% | 2%
Cc1nn(-c2ccccc2)c(Cl)c1/C=N/NC(=O)CNc1n[nH]c(=O)[nH]c1=O | 0.3 | -2% | -12% | x | x | 21% | x | u | -3%
Cc1ccc(C)c(S(=O)(=O)N2CCN(C(=O)CN3C(=O)C4CC=CCC4C3=O)CC2)c1 (stereo not given) | -0.2 | x | -5% | -10% | 8% | -1% | 0% | x | x
CC(NC(=O)c1ccc(N2CCCC2)c([N+](=O)[O-])c1)c1ccc(S(N)(=O)=O)cc1 (stereo not given) | -0.2 | u | 4% | -3% | 60%[activator] | 6% | -20% | 89% | -2%
COc1ccc(CNCC2COc3ccccc3O2)cc1 (stereo not given) | -0.1 | -7% | u | -19% | u | -2% | 0% | 0% | 1%

Filtered by structure, those above with an aryl thioether with sulfur outside any ring
SMILES | TRHR ag | Anesthetic bind | 12-LOX inh | ERG-DNA inh | Pol iota inh | APE1 inh | POLK inh | POLB inh | BLM helicase inh
CCOc1ccc(-n2cc(-c3ccccc3)c3c(SC(C)C(=O)OC)ncnc32)cc1 (stereo not given) | 1.2 | 39%[activator] | -3% | 2% | 16% | -3% | -8% | -22%[57.1 µM] | -9%
CC(Sc1ccsc1[N+](=O)[O-])C(=O)N1CCN(c2ccccn2)CC1 (stereo not given) | -0.4 | -9% | -20% | 3% | u | -4% | u | -1% | -2%
COCCSc1ccccc1C(=O)Nc1nncs1 | 0.7 | -5% | u | -7% | 1% | -2% | 7% | -18% | -1%
CC(C)(C)c1ccc(OCC(O)CSc2ncn[nH]2)cc1 (stereo not given) | 0.2 | u | 9% | -4% | 6% | 3% | -12% | 2% | -7%
Cc1sc2nc(C(C)C)nc(SCC(=O)NC3CC3)c2c1C | -1.2 | 2% | 22% | 2% | 6% | 26% | -17% | 7% | -2%
CSc1nsc(SCC(=O)NCc2ccc(C)cc2)n1 | -1.0 | -9% | -24% | 5% | 11% | 17% | -14% | 1% | -5%
C/C(N)=C(/C#N)C(=O)CSc1nc2cc(Cl)ccc2s1 | 0.5 | -1% | u | 6% | u | -2% | u | -27% | -15%

Screens deposited in PubChem by National Center for Advancing Translational Sciences (NCATS).
